Platelet DG rel: platelet dense granule release activity; inhibition, %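 (compounds screened at 7.5 µM in platelet-rich plasma)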; human platelet-rich plasma, SFLLRN dense granule ATP release, luminescence; 300,000 tested, 0.22% active;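 active = mean replicate score, as percent of positive control, at or above 50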
DYRK1A inh: blocks rat Dyrk1A kinase activity | inhibition, % at 12.5 µM | ADP-Glo luminescence, NFATc1 peptide | Q63470 | 310,000 tested, 0.43% active; in the data active = inhibition above about 50%;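 note: plate controls were vehicle with enzyme for no effect and no enzyme for full effect; many of its hits are not listed in these tables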
AI-2 QS mod: Vibrio harveyi AI-2 quorum sensing modulation. Vibrio harveyi JMH597 AI-2 luminescence/OD600 ratio, 9 h; stronger effect = lower value; strain lacks LuxN and CqsS sensors; 0 = neutral-control median. activity change, % at 7.5 µM. 300,000 tested, 0.4% active; in the data active = activity change below about -75%, passing the limit was not always enough;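 note: luminescence divided by OD600 gain over 9 h not by final OD600 alone; inactives centre near 13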
HSP90 refold inh: inhibitors of HSP90 luciferase refolding in rabbit reticulocyte lysate | 290,000 tested, 0.91% active | luciferase refolding luminescence, 3 h | inhibition, % at 5.6 µM;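 active = inhibition above the screen-wide mean plus 3 SD, computed separately per campaign, cut at about 16% in these data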;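 note: 0% = DMSO wells and 100% = 60 µM geldanamycin wells; inhibitors lower the luminescence because luciferase stays unfolded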
HDAC3 inhib: human HDAC3 inhibition; inhibition, % at 8.3 µM; AID 2718; recombinant HDAC3, fluorogenic peptide/trypsin coupled, fluorescence; 320,000 tested, 0.15% active; O15379; in the data active = inhibition above about 26%, passing the limit was not always enough
PolyA inhibitor: inhibitors of polyadenylation in S. cerevisiae; S. cerevisiae SKY197-pL101 polyadenylation reporter, beta-gal luminescence; efflux-impaired pdr1/pdr3 knockout yeast; score 100 = 6 SD above DMSO; calls only at 12 µM; 300,000 tested, 0.02% active;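 active = lowest replicate activity score at least 50, where 100 means six control SD above control mean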;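 note: yeast exposed to compound for 9 h at 30 °C; higher score means more reporter readthrough which indicates perturbed polyadenylation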
GSK3beta inhib: inhibitors of human GSK3beta kinase; 300,000 tested, 0.038% active; activity score (negative = inhibition), % at 10 µM; GST-GSK3beta kinase, ADP-Glo luminescence, 60 min; stronger effect = lower value;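 active = more than half of replicate wells score below -50%, meaning over 50% inhibition versus plate controls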;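 note: 0% = median DMSO wells and -100% = median GW8510 positive control wells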
Target sequence (P49841 whole entry, looked up): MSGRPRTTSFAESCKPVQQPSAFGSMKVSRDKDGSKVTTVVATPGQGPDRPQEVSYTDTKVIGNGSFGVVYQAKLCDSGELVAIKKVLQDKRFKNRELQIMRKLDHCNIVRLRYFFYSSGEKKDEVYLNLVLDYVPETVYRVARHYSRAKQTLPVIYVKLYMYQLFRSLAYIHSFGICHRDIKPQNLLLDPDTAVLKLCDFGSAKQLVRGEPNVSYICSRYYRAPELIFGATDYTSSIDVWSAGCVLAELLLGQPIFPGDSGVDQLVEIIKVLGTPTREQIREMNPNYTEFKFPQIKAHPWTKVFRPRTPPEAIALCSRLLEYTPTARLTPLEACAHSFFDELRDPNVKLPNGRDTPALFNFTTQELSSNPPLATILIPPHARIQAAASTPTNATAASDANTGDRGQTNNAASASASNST
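Assay system: GST-fused GSK3beta enzyme, cell-free / Medium: Tris pH 7.5 buffer with MgCl2, DTT, BSA, heparin / Also added: peptide substrate plus 25 µM ATP (final) / Compound: 10 µM single point / Timing: kinase reaction with compound 60 min at room temperature / Detection: ADP-Glo luminescence / Benchmarks: DMSO neutral wells and GW8510 at 20 µM as positive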
HSF1 activator: increases HSF-1 driven luciferase reporter signal; activation, % at 9 µM; NIH3T3-HGL HSF-1 luciferase reporter, MG132, 8 h; 100% = twice DMSO control signal; 300,000 tested, 1.7% active; AID 504408;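 active = mean replicate activation of at least 50% with a set share of replicates each reaching 50%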;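 note: 0% = median of the neutral control wells and 100% = twice that signal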
GSK3 alpha inh: human GSK-3 alpha kinase inhibition; ADP-Glo luminescence, 60 min; AID 2650; P49840; inhibition, % at 10 µM; 320,000 tested, 0.1% active;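 in the data active = inhibition above about 50%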;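 note: GST-tagged GSK-3 alpha with peptide substrate and 25 µM ATP; 0% = DMSO neutral wells and 100% = GW8510 positive control wells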
Target sequence (P49840 whole entry, looked up): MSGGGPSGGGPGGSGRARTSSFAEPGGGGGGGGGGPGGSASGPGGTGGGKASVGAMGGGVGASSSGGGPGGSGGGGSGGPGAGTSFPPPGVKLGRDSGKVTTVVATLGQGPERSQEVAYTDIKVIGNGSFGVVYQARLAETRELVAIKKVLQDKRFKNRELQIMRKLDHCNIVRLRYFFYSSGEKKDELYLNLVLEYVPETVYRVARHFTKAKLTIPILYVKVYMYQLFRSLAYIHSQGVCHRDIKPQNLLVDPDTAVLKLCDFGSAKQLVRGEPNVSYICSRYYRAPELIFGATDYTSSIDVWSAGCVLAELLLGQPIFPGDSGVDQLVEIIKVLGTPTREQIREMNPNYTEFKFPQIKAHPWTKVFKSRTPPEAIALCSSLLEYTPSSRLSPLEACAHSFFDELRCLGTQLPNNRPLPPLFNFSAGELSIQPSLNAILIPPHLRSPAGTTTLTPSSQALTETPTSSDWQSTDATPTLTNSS
HSF1 inh: HSF1 inhibition; NIH3T3-HGL HSE-luciferase, MG132-induced, luminescence 8 h; stronger effect = lower value; activity change, negative = inhibition, % at 7.5 µM (by protocol); 300,000 tested, 0.77% active; AID 2098;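 active = more than half of replicate wells show activity change below -50%, luminescence cut by over half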;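 note: luciferase reports HSF-1 transcriptional activity via heat shock element; 0% = median of DMSO wells and -100% = zero luminescence signal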
Starred values were filed as active, the others as inactive; i = inactive; nt = no result given. A portion of the library; rates above refer to the full screens.

Values in the order – HSF1 inh	GSK3beta inhib	PolyA inhibitor	GSK3 alpha inh	DYRK1A inh	HDAC3 inhib	Platelet DG rel	HSP90 refold inh	HSF1 activator	AI-2 QS mod
> Cc1ccc2nc(SCC(=O)N3CCCC3)[nH]c2c1
    21.8	-2.9	nt	0.5	0.7	2.2	2.0	1.8	36.5	-13.2
> COc1ccc(-c2nsc3c(N4CCCCC4C)ncnc23)cc1 (stereo not given)
    -94.5*	-1.7	i	-0.1	1.8	6.7	-4.0	77.8*	-95.8	16.6
> O=C(CN1C2=NCCCN2c2ccccc21)c1cccc(Br)c1
    10.9	-2.2	i	-1.0	-4.9	-3.0	8.2	0.0	2.1	16.3
> O=C(NCC(=O)N1CCc2ccccc2C1)c1ccccc1Cl
    5.1	2.2	i	0.4	3.5	-0.8	3.1	0.2	5.2	28.5
> COc1cc(OC)c(NC(=O)CN(C)S(=O)(=O)c2ccc(-c3ccc(=O)[nH]n3)s2)cc1Cl
    -3.4	2.1	i	9.8	-1.0	2.6	3.5	-1.4	3.3	17.6
> O=C(Cc1cccs1)Nc1ccc(F)c(F)c1
    9.9	-3.0	i	0.9	11.9	4.4	2.7	1.3	15.9	21.1
> CC1(C)N=C(N)N=C(N)N1c1cccc(CN)c1
    3.0	-3.1	i	-2.1	1.4	-1.5	-37.4	2.7	3.3	29.3
> FC(F)(F)c1cccc(CN2CCSCC2)c1
    -7.6	-0.9	nt	2.6	16.5	-3.4	4.3	-1.4	-17.4	22.1
> O=C(Nc1ccc(Cl)cc1)ON=C1CCCC1
    19.7	-1.4	i	-3.7	-2.3	-0.2	-0.4	-5.1	26.8	6.9
> Cc1ccccc1NC(=O)NCCCN1CCN(C)CC1
    -2.3	-0.8	i	-2.3	-3.7	2.8	3.0	0.1	-13.6	10.5

Next section
Values in the order – HSF1 inh	GSK3beta inhib	PolyA inhibitor	GSK3 alpha inh	DYRK1A inh	HDAC3 inhib	Platelet DG rel	HSP90 refold inh	HSF1 activator	AI-2 QS mod
> Cn1nnnc1Sc1c(Cl)cccc1[N+](=O)[O-]
    -1.6	-25.8	i	nt	-10.0	1.7	0.8	2.0	9.6	15.6
> COc1ccc(-c2ccnc(-c3ccc(O)cc3)n2)cc1
    16.5	-4.0	i	0.5	1.4	-2.8	-2.7	-1.8	28.5	12.8
> Cn1cc(C(=O)N/N=C/c2cccc(O)c2)ccc1=O
    -7.6	-2.4	i	-1.0	0.4	2.3	-0.7	-3.1	-22.5	-4.5
> Cc1ccc(S(=O)(=O)/N=C(/c2ccc(F)cc2)N2CCCCC2)cc1
    -3.4	-0.7	i	0.4	9.9	-5.0	24.6	2.7	14.5	-0.7
> CCOC(=O)C1CCCNC1=O (stereo not given)
    -3.5	0.6	i	-0.4	-1.1	-2.0	-2.0	5.2	-12.9	22.8
> COc1cc(C2C(C#N)=C(N)Oc3c2c(-c2ccccc2)nn3-c2ccccc2)cc(OC)c1OC (stereo not given)
    6.0	-0.9	i	-1.4	-2.7	-1.7	18.6	1.2	14.6	22.6
> Cc1ccc(/C(N)=N/OC(=O)Cc2cccc3ccccc23)cc1
    6.3	0.5	i	8.8	23.8	-0.9	1.0	-2.4	15.2	7.4
> COc1ccc(C(=O)n2nc(C)c(Br)c2C)cc1
    -4.2	4.1	i	-0.9	2.3	-2.6	0.8	1.8	0.0	7.6
> c1cncc(-c2nc(NCCCn3ccnc3)c3ccccc3n2)c1
    -11.0	-55.3*	i	70.7*	74.9*	-4.9	-1.9	-9.1	3.1	24.5
> Cc1ccc(OCC(=O)N2CCc3ccccc32)c([N+](=O)[O-])n1
    1.4	2.4	i	-0.3	-2.3	-6.0	9.1	-1.2	5.9	16.4

Other results follow.
Values in the order – HSF1 inh	GSK3beta inhib	PolyA inhibitor	GSK3 alpha inh	DYRK1A inh	HDAC3 inhib	Platelet DG rel	HSP90 refold inh	HSF1 activator	AI-2 QS mod
> COc1ccc(-n2nc3c(c2NC(=O)CBr)CSC3)cc1
    8.5	0.7	i	-0.1	3.8	9.5	0.5	-1.8	2.9	19.8
> CN(c1ccccc1C(=O)NC1CC2CCC1C2)S(=O)(=O)c1ccccc1 (stereo not given)
    0.2	-0.4	i	-0.4	-1.4	0.1	-4.0	-5.4	1.9	12.8
> Cc1cc(C)c2sc(N(CCCN(C)C)C(=O)c3ccc(S(=O)(=O)N(C)C4CCCCC4)cc3)nc2c1
    1.9	1.4	i	0.0	-2.1	20.4	5.2	nt	2.4	8.4
> Cc1nc2ccccc2n1C1CC(=O)N(N(C)C)C1=O (stereo not given)
    nt	1.0	i	-2.4	4.3	-2.0	7.9	-3.0	nt	8.9
> CCc1nnc(NC(=O)CSc2nnc(-c3ccco3)n2C)s1
    -8.6	2.1	i	0.5	-0.3	0.7	-0.4	-0.4	2.8	4.3
> COCCC(=O)N1CCC(Oc2ccc(C(=O)N3CCCCCCC3)cc2)CC1
    0.2	6.6	i	-0.1	5.6	2.0	2.7	-2.0	31.5	16.4
> O=C(Cc1ccccc1)Nc1cc([N+](=O)[O-])ccc1N1CCOCC1
    7.7	1.2	i	1.0	nt	2.1	-6.4	-1.1	-3.3	12.3
> Cc1ccc(/C=C(\C#N)C(=O)Nc2cccc3ncccc23)o1
    -35.0	-4.7	i	1.7	84.4*	1.9	3.5	-5.5	-43.5	9.0
> Cn1cccc1/C=C1\CC(C(C)(C)C)C/C(=C\c2cccn2C)C1=O (stereo not given)
    -1.2	5.5	i	-1.1	4.9	1.8	8.7	0.8	11.3	8.4
> CCN1CCN(CCCNC(=O)C2c3ccccc3C(=O)N(C)C2c2ccc(OC)cc2)CC1 (stereo not given)
    -3.8	-4.5	i	1.4	3.1	-2.7	4.5	-0.7	-6.3	25.8

(list continues)
Values in the order – HSF1 inh	GSK3beta inhib	PolyA inhibitor	GSK3 alpha inh	DYRK1A inh	HDAC3 inhib	Platelet DG rel	HSP90 refold inh	HSF1 activator	AI-2 QS mod
> Cc1ccccc1OCc1nnc(SCC(=O)NCc2ccccc2)n1C
    -5.5	0.8	i	-1.8	-3.2	2.6	-2.5	-1.6	13.8	6.4
> Cc1ccc(-c2cc(C(=O)N3CCC(C)CC3)c3ccccc3n2)cc1
    nt	-0.4	nt	nt	3.4	5.2	nt	-3.6	nt	-8.2
> COc1ccc(-c2noc(CCCC(=O)NC3CCCC3)n2)cc1
    -1.4	-3.8	i	2.7	-9.0	0.4	-4.0	-2.5	5.0	21.0
> C#CCOCCOCCOCCNc1nc(N2CCN(C(=O)[C@H](Cc3ccc(O)cc3)n3cc(CCO)nn3)CC2)nc(N2CCN(C(=O)[C@H](Cc3ccc(O)cc3)n3cc(CCO)nn3)CC2)n1
    0.7	3.0	i	-0.7	nt	8.3	-3.2	-0.9	-15.8	12.6
> O=C(NCCS(=O)(=O)NCc1ccccc1)c1ccccc1
    1.2	-4.9	i	-3.2	-11.9	7.5	4.1	nt	-3.9	2.5
> Cc1cc(C)cc(NC2=NCC(=O)N2Cc2ccccc2)c1
    9.9	2.2	i	-0.9	-2.3	-0.2	1.5	2.8	-13.4	25.0
> O=C(Nc1ccc(F)c(F)c1)C1CCCN1S(=O)(=O)c1ccc(F)cc1 (stereo not given)
    -6.9	-1.0	i	-0.5	-7.0	1.2	-9.4	-3.8	-13.2	3.6
> Fc1ccc(-c2csc(Nc3ccccn3)n2)c(F)c1
    23.0	0.5	i	-1.2	0.3	5.8	2.0	-4.4	37.7	28.5
> CC(NC(=O)c1ccc2c(c1)OCCO2)c1ccc(S(N)(=O)=O)cc1 (stereo not given)
    -1.0	1.2	i	-1.4	-0.5	3.1	2.7	-1.3	11.1	29.2
> CC(=O)Cc1nsc(NC(=O)c2ccc(Cl)cc2Cl)n1
    -3.3	5.0	i	-0.1	1.6	-4.9	-2.9	0.1	12.1	8.4

Additional compounds follow.
Values in the order – HSF1 inh	GSK3beta inhib	PolyA inhibitor	GSK3 alpha inh	DYRK1A inh	HDAC3 inhib	Platelet DG rel	HSP90 refold inh	HSF1 activator	AI-2 QS mod
> O=C(Nc1cccc(S(=O)(=O)N2CCOCC2)c1)C1CCCN(C(=O)c2ccc(Cl)cc2)C1 (stereo not given)
    2.3	1.0	i	-6.1	-3.8	nt	-6.8	-0.8	12.8	-15.9
> CC1=Nc2cc(C(=O)N3CCCC3)ccc2Sc2ccc(C)cc21
    13.3	0.8	i	0.1	0.8	-3.4	-0.1	-1.6	6.3	27.7
> CC(=O)Nc1ccccc1/C=C/c1ccc2c(C)cc(C)c(O)c2n1
    -5.4	-2.1	i	2.6	-1.1	-4.1	-4.9	2.9	13.1	25.4
> CC(=O)c1cc2c(cc1NC(=O)C1CC=CCC1C(=O)O)OCO2 (stereo not given)
    0.6	-3.2	i	-1.4	-1.3	0.5	-1.7	10.0	12.0	8.3
> COc1ccc(NC(=O)c2ccco2)cc1NC(=O)c1cccc(OC(C)C)c1
    -1.3	3.9	i	-2.2	-1.1	6.7	5.5	3.4	-8.2	-1.3
> Cc1cc(C)n(CC(=O)n2c(C)c(C)c3ccccc32)n1
    1.2	0.6	i	-0.5	-0.7	0.1	15.5	4.0	-5.9	13.6
> CC1(C)CC(=O)C2=C(C1)NC1=C(C(=O)c3ccccc31)C2c1cc([N+](=O)[O-])ccc1O (stereo not given)
    14.3	-0.5	i	-4.6	0.8	3.5	1.2	3.4	17.1	33.9
> Cc1ccc(-n2nc(C)c3c2OC(N)=C(C#N)C3c2cccs2)cc1 (stereo not given)
    0.8	1.2	i	2.3	-4.8	2.0	-12.4	4.1	25.1	20.4
> COc1ccc(C2c3c(ccc4ccccc34)Oc3ncn4nc(CO/N=C/c5ccccc5)nc4c32)cc1 (stereo not given)
    0.1	1.8	i	6.1	-3.7	-2.2	-0.8	3.4	-3.4	8.4
> COc1ccc(C2NC(=O)NC3=C2CCc2ccccc23)cc1 (stereo not given)
    4.4	-7.3	i	10.6	nt	-26.2	-62.6	3.5	32.8	14.3

Remaining list, next part
Values in the order – HSF1 inh	GSK3beta inhib	PolyA inhibitor	GSK3 alpha inh	DYRK1A inh	HDAC3 inhib	Platelet DG rel	HSP90 refold inh	HSF1 activator	AI-2 QS mod
> O=C(Cc1cccs1)N1CCN(S(=O)(=O)c2cc(Cl)ccc2Cl)CC1
    9.0	-6.4	i	-1.1	17.4	2.8	-5.2	nt	23.7	18.6
> O=[N+]([O-])c1ccc(N2CCN(Cc3ccc([N+](=O)[O-])o3)CC2)cc1
    4.1	2.9	i	2.6	4.5	-3.0	-4.2	8.0	23.0	4.4
> Cc1cccc(N2C(=N)SCC2=O)c1C
    20.3	-2.6	i	2.4	-2.5	3.9	-39.8	0.5	76.6*	-18.0
> Cc1ccc(C2=NS(=O)(=O)N(C)C(C(=O)NC3CCCC3)=C2)cc1
    -1.4	1.2	i	-2.2	-3.8	4.4	-6.7	1.0	-8.2	23.2

High-throughput results deposited in PubChem by several laboratories.
